Compound activity: PubChem, several laboratories
Myeloid diff MLP = induction of myeloid progenitor differentiation, primary screen, cell-based, flow cytometry, MLPCN library; ER-HoxA9 myeloid progenitors, lysozyme-GFP differentiation; calls only at 10 µM; actives 1% (n = 360,000); AID 624256, 2012;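 active = normalized GFP-positive differentiation at or above the plate's own cutoff, the solvent-only control mean plus 3 SD; inconclusive = no clear call, values can overlap the other calls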;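 note: cells exposed to compound for four days before flow analysis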
Dynein transport = inhibitors of GR-EGFP nuclear translocation, primary screen, dynein cargo transport inhibitor project, imaging, high-content, 3617.4 mouse cells; test concentration mostly 20 µM; stimulated with dexamethasone, 1 µM; active compounds read low; z-score, hits read low; actives 0.47% (n = 220,000); AID 1381, 2008;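 active = plate z-score of nuclear minus cytoplasmic receptor signal below a set negative limit, without overly bright fluorescence or cell loss, cut at about -3.5 in these data, passing the limit was not always enough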;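 note: z-score of nuclear minus cytoplasmic ring GR-EGFP intensity difference per well; some compounds called inactive have numbers as strong as hits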
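Medium: Induction medium lacking tetracycline, stripped serum | Probe or stimulus: 1.0 µM final dexamethasone stimulus | Schedule: 48 h induction, then 1 h compound, then 30 min agonist, 37 °C | Signal: Automated 10x imaging of fixed Hoechst-stained cells | Evaluation: Per-cell GR-EGFP intensity, nucleus versus surrounding cytoplasmic ring, well-averaged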
MT stabilizer = microtubule stabilizers in HeLa cells, primary screen, imaging, high-content imaging. AID 2205, 2009. actives 0.83% (n = 200,000). % tubulin-high responders, % at 10 µM. HeLa tubulin immunostaining HCS, 24 h; share of cells brighter than vehicle mean+2SD;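 active = plate Z-score above 3 for both tubulin-high and condensed-nucleus cell shares, with cell loss under 80%, at 10 µM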;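 note: anti alpha tubulin signal scored within the nucleus-defined area of each cell; some results filed as inactive read as strong as hits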
T cell modulator = modulators of CD8 T cell-vesicle binding, primary screen, mouse 2C CD8+ T cells, flow cytometry | 2C CD8+ T cell-vesicle binding; active compounds read low | calls only at 7 µM | actives 0.068% (n = 330,000) | AID 2052, 2009;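 active = response, share of CD8 T cells binding vesicles, and their 90th percentile fluorescence all below set limits, cut at about 80% in these data, passing the limit was not always enough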
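Test system: purified 2C TCR transgenic mouse naive CD8+ T cells. Probe or stimulus: QL9-peptide-loaded Drosophila micro-vesicles bearing Ld, ICAM-1 and B7-1. Incubation: binding step 1.5 h, 37 °C, antibody labelling 20 min, ice. Measured by: flow cytometry of vesicle-bound cells.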
TNAP activation fold = human TNAP enzyme activators, primary screen, biochemical, luminescent, no phosphate acceptor, uHTS (AID 1001). one-dose activation fold at 20 µM; EC50 in µM for titrated hits. Alkaline phosphatase, tissue-nonspecific isozyme (Homo sapiens). actives 0.03% (n = 200,000). purified TNAP, luminescent activation assay, no phosphate acceptor; higher activation fold means a stronger effect; in the data active = activation fold from about 3, or a potency from the dose series; inactive = the rest, 99 in 100 with activation fold below about 1.6; note: many of its hits are not listed in these tables
Insulin prom up = insulin promoter activators in MIN6 cells, imaging, high-content screening, mouse beta cells. MIN6 insulin promoter-GFP reporter; active compounds read high. z-score at 5 µM. actives 0.3% (n = 190,000). AID 1625, 2009;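 active = z-score above 3 at 5 µM with at least 500 cells counted in the well; inconclusive = wells under 500 cells, flagged as cytotoxic or low count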
Lipid droplet = inhibitors of hepatocyte lipid droplet formation, primary screen, imaging, high-throughput imaging, BODIPY stain; inhibition, % at 6.5 µM; AML12 mouse hepatocytes, oleate lipid droplets; actives 0.4% (n = 240,000);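 active = lipid droplet intensity inhibited by at least 50%, with more than 500 cells counted; inconclusive = wells with under 300 cells, treated as cytotoxic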
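Assay system: AML12 hepatocytes (mouse) / Also added: 100 µM oleic acid challenge / Times: overnight treatment with compound plus oleate / Detection: high-content imaging of BODIPY-stained droplets and DAPI nuclei / Evaluation: % inhibition of lipid droplet signal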
b-catenin transl = modulators of beta-catenin nuclear translocation, primary screen, imaging, HeLa cells, immunofluorescence, high-content; AID 1665, 2009; nuclear translocation activity, % at 5 µM; actives 0.3% (n = 190,000);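 active = nuclear translocation activity above 50% at 5 µM, with a well cell count of 50 or more; inconclusive = wells under 50 cells across six images, flagged as toxic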;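 note: per-cell ratio of nuclear to cytoplasmic median beta-catenin stain intensity; plate controls were DMSO negative control for no effect and GSK-3 inhibitor IX positive control for full effect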
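System: Human HeLa cells, endogenous beta-catenin | Compound dosing: 5 µM primary, 0.02–20 µM confirmation | Timing: 24 h compound exposure at 37°C, 5% CO2 | Measured by: Fluorescence imaging of beta-catenin antibody stain plus DAPI | Read-out basis: % activation of per-cell nuclear versus cytoplasmic median beta-catenin signal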
PMI inhibitors = inhibitors of human PMI, primary screen, biochemical, fluorescence intensity, coupled assay (AID 1209) | Mannose-6-phosphate isomerase (Homo sapiens) | purified PMI enzyme, coupled fluorescence intensity; higher % means a stronger effect | one-dose inhibition, % at 20 µM; IC50 in µM for titrated hits | actives 0.42% (n = 190,000); in the data active = inhibition above about 50%;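 note: plate controls were DMSO vehicle for no effect and wells lacking substrate for full effect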
Dynein transport cytoplasmic EGFP = second read-out of Dynein transport, no call of its own (marks repeat the call); z-score; measured here: cytoplasmic GR-EGFP intensity; active compounds read high
Dynein transport nuclear GR-EGFP = also measured in Dynein transport; calls as there; z-score; measured here: nuclear GR-EGFP intensity;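 lower value marks the stronger effect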
Dynein transport cell count = further read-out of Dynein transport, marked with its call; z-score; measured here: cell count per field
Insulin prom up cell count = also measured in Insulin prom up; calls as there; cell count; measured here: cytotoxicity, nuclei count;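 total cells summed across four imaged fields per well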
Lipid droplet cells 6.5 µM = recorded beside Lipid droplet, whose call it bears; cell count; measured here: cell count, cytotoxicity flag;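 cells counted across two imaged fields per well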
b-catenin transl cell count 5 µM = second read-out of b-catenin transl, no call of its own (marks repeat the call); cell count; measured here: cell count, cytotoxicity flag
T cell modulator vesicle-bound % = further read-out of T cell modulator, marked with its call; double positive events, %; measured here: CD8+ vesicle-bound cell fraction;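 binding gate set so that unloaded-vesicle control wells show 10% double positive cells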
MT stabilizer Hoechst-high % = also measured in MT stabilizer; calls as there; % Hoechst-high responders; measured here: nuclear condensation Hoechst responders;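 share of cells brighter than vehicle mean plus two SD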
MT stabilizer cytotoxicity % = second read-out of MT stabilizer, no call of its own (marks repeat the call); toxicity, %; measured here: cytotoxicity by cell density;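 0% = mean cell density of plate MIN control wells and 100% = no cells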
Myeloid diff MLP GFP+ MAC1+ % = second read-out of Myeloid diff MLP, no call of its own (marks repeat the call); GFP+ MAC1+ double positive, %; measured here: differentiation confirmed by MAC1 staining
* = called active by the depositor; i = inactive; u = inconclusive; x = no result given; + = active, no number.

Structure	Myeloid diff MLP GFP+ MAC1+ %	Lipid droplet	Lipid droplet cells 6.5 µM	T cell modulator	MT stabilizer cytotoxicity %	Dynein transport nuclear GR-EGFP	Insulin prom up	Insulin prom up cell count	T cell modulator vesicle-bound %	MT stabilizer Hoechst-high %	b-catenin transl	MT stabilizer	TNAP activation fold	Myeloid diff MLP	Dynein transport cell count	Dynein transport	PMI inhibitors	b-catenin transl cell count 5 µM	Dynein transport cytoplasmic EGFP
COc1ccc(-c2cn(-c3ccc(C)cc3)c(=O)n2CC(=O)Nc2cccc(F)c2)cc1	x	25	805	i	10	0.27	x	x	31	1.1	x	1.8	1.1	u	-0.44	0.53	16%	x	0.064
Cc1cccc(NC(=S)N/N=C/c2ccc([N+](=O)[O-])s2)c1	3.9	x	x	i	8.7	-0.49	x	x	49	0.9	x	1.6	0.8	i	0.44	0.32	-43%	x	-0.056
O=C(CCCc1ccccc1)Nc1cccnc1Cl	0.2	0	677	i	4.8	-0.22	-0.29	1365	32	2.0	-0.4	1.8	1.1	i	0.01	-0.43	1%	1558	-0.28
COc1cccc(-n2nnnc2SCC(=O)NCCc2ccccc2)c1	0.8	x	x	i	3.0	0.82	-1.2	1406	32	2.4	-7.9	5.3	1.2	i	-1.3	0.54	-5%	959	-0.22
NC(=O)C(=O)NN=C1C2CC3CC(C2)CC1C3	0.3	-22	679	i	8.9	0.67	0.48	1255	53	4.1	-2.1	4.1	1.1	i	-0.44	0.8	7%	1062	-0.27
c1ccc(CSCc2nc3ccccc3[nH]2)cc1	0.7	-1	618	i	8.6	-0.18	-0.22	1050	24	1.9	-1.2	3.1	1.2	i	-0.041	0.17	8%	895	-0.26
CCc1noc2c1/C(=N\O)CC(c1ccccc1)C2 (stereo not drawn)	0.0	17	736	i	9.8	1.1	-0.2	806	23	2.6	-2.8	4.6	1	i	-1.4	1.9	16%	1055	-0.17
O=C(c1ccc(Cl)c([N+](=O)[O-])c1)N(Cc1ccccc1)C1CCS(=O)(=O)C1 (stereo not drawn)	0.8	2	638	i	7.0	0.096	-0.12	1418	0	4.2	-5.6	4.3	1.1	i	0.08	-0.41	-4%	1222	-0.2
COc1ccc(-c2cc(C(=O)OC(C)C(=O)Nc3c(C)n(C)n(-c4ccccc4)c3=O)c3ccccc3n2)cc1 (stereo not drawn)	0.4	-1	659	i	9.6	-0.28	0.21	1646	21	2.1	0.9	9.7	1.1	i	0.22	-0.42	14%	1124	-0.25
O=c1c2c(nc3nc(CCc4ccccc4)[nH]n13)CCC2	3.8*	9	678	i	6.2	0.03	0.66	2022	44	1.5	-0.6	2.1	1.1	+	0.54	0.45	7%	1038	-0.26
CSc1nc2nc(-c3ccccc3)cc(C(F)(F)F)n2n1	0.4	12	765	i	8.3	1.3	0.03	1181	13	2.3	-4.1	4.3	1.1	i	-1	2.6	-6%	1170	-0.26
O=C(COC(=O)COc1ccccc1[N+](=O)[O-])NC1CCCC1	0.2	-3	602	i	7.8	-0.058	0.71	1152	41	1.6	3.3	2.6	1.1	i	1.9	-0.057	-10%	447	-0.27
OCCN(Cc1ccccc1)CC1CCCCC1	10	2	783	i	3.4	-0.0031	-0.3	1285	48	1.7	5.0	2.1	1.1	i	-0.81	-0.33	8%	1201	-0.26
CCN(C(=O)CSc1nnc(-c2ccccc2Cl)n1C1CCCC1)C1CCS(=O)(=O)C1 (stereo not drawn)	0.2	x	x	i	4.6	-0.25	-0.05	1125	51	2.5	-1.9	3.1	1	i	0.49	-0.56	-6%	1007	-0.21
Cc1cccc(C)c1OCC(O)CNC(C)C (stereo not drawn)	x	-2	767	i	25	0.3	1.4	965	2	1.3	x	1.9	1.1	x	-0.19	0.83	4%	x	0.007
CCOc1cccc(-c2nnc3sc(-c4ccco4)nn23)c1	0.9	x	x	i	3.2	0.061	-0.01	1221	20	2.1	-9.1	1.6	1	i	0.66	-0.29	5%	1052	-0.18

The final two records of the section before open the next one.
Structure	Myeloid diff MLP GFP+ MAC1+ %	Lipid droplet	Lipid droplet cells 6.5 µM	T cell modulator	MT stabilizer cytotoxicity %	Dynein transport nuclear GR-EGFP	Insulin prom up	Insulin prom up cell count	T cell modulator vesicle-bound %	MT stabilizer Hoechst-high %	b-catenin transl	MT stabilizer	TNAP activation fold	Myeloid diff MLP	Dynein transport cell count	Dynein transport	PMI inhibitors	b-catenin transl cell count 5 µM	Dynein transport cytoplasmic EGFP
Cc1cccc(C)c1OCC(O)CNC(C)C (stereo not drawn)	x	-2	767	i	25	0.3	1.4	965	2	1.3	x	1.9	1.1	x	-0.19	0.83	4%	x	0.007
CCOc1cccc(-c2nnc3sc(-c4ccco4)nn23)c1	0.9	x	x	i	3.2	0.061	-0.01	1221	20	2.1	-9.1	1.6	1	i	0.66	-0.29	5%	1052	-0.18
Cc1cccc(C)c1NC(=O)c1ccc(-c2ccc(Cl)cc2Cl)o1	1.2	-16	731	i	15	0.62	0.51	943	53	2.1	-0.5	0.0	1	i	-0.7	1.4	18%	1212	-0.16
O=C(c1ccccc1NS(=O)(=O)c1ccccc1[N+](=O)[O-])N1CCOCC1	0.7	19	649	i	4.1	-0.22	0.17	1442	40	2.8	-1.6	4.2	1.1	i	-0.07	-0.12	1%	1097	-0.24
COc1ccc2c(c1)CCc1c(C(=O)Nc3c(C)n(C)n(-c4ccccc4)c3=O)noc1-2	10	x	x	i	8.5	0.48	-0.23	1250	49	1.7	2.4	2.7	1.1	i	-0.57	0.56	12%	1442	-0.28
Cc1ccc(-c2nc(N)n(C(=O)c3cccnc3)n2)cc1	2.3	-2	641	i	4.0	0.022	0.35	1265	32	1.7	x	3.5	0.6	i	1	-0.0088	10%	x	-0.22
C=CCn1c(SCC(=O)Nc2ccc(C(=O)OCC)cc2)nnc1-c1sc(N)nc1C	0.5	0	748	i	3.8	-0.36	0.29	1262	33	1.4	1.2	3.7	1.1	i	0.31	-0.018	3%	1050	-0.15
CNc1cc(CSC)nc(SCc2ccc(Cl)c(Cl)c2)n1	5.4	x	x	i	3.0	-0.36	-0.25	1578	11	0.9	1.7	2.1	1.1	i	0.38	-0.46	-20%	1335	-0.2
O=C1C2N=NN(CC(=O)N3N=C(c4cccc5ccccc45)CC3c3ccccc3)C2C(=O)N1c1ccccc1 (stereo not drawn)	1.0	-3	723	i	5.1	-0.4	x	x	26	2.0	0.9	2.2	1.1	i	-0.099	-0.77	7%	1057	-0.23
COCCCNC(=O)COc1ccc(Cl)c(C)c1	0.7	x	x	i	4.0	-0.25	1.4	1166	42	2.9	-6.7	2.6	1.1	i	0.15	-0.81	-9%	889	-0.18
Nc1cccc2c1C(=O)N(C(=O)c1cccc(S(=O)(=O)N3CCCCCC3)c1)C2=O	0.9	4	779	i	3.3	-1.2	2.3	805	23	1.9	1.0	1.9	1	i	0.34	-2.1	6%	1047	0.014
N#Cc1nc(-c2ccccc2F)oc1NCCc1ccccn1	0.6	x	x	i	x	x	0.48	1174	56	x	-4.4	x	1.1	i	x	x	3%	913	x
COC(=O)CSc1nc2sc3c(c2c(=O)n1C1CCCCC1)CCN(C)C3	x	3	801	i	6.3	0.024	0.55	889	30	2.0	x	2.2	1.2	x	0.82	-0.58	0%	x	0.09
Cc1ccc(-n2c(C)cc(/C=C3\NC(=O)NC3=O)c2C)c(C)c1	0.4	-28	766	i	5.6	0.61	0.09	1231	6	3.4	-2.8	3.2	1.1	i	0.23	-0.5	6%	573	-0.26

Compounds as they come. Share with any hit: about 3%.
